# High-throughput results deposited in PubChem by PCMD.
# Yeast tox – Inhibits yeast growth, turbidity readout | 30,000 compounds, 0.3% hits | growth inhibition, % at 25 µM (by protocol) | S. cerevisiae wild-type growth, A595 turbidity, 16 h;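 active means mutant and wild-type yeast strains alike exhibit over 30% growth inhibition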;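 further: 0% = untreated cell controls and 100% = YPD media blanks without cells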
#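 Incubation: 16 h growth with compound, 30 °C; Material: S. cerevisiae wild-type or eIF2Bepsilon-R284H mutant strain; Signal: turbidity measured as absorbance at 595 nm; Medium: YPD yeast growth medium; Measure: growth inhibition (%) versus cell controls and blanks; Doses: 25 µM single dose.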
# eIF2B yeast act – modulators of yeast eIF2B activity | S. cerevisiae eIF2B-epsilon R284H, GCN4-lacZ luminescence | inhibition, % at 25 µM (by protocol) | 27,000 compounds, 0.91% hits | AID 688;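 active means mutant luminescence inhibited past about 50% while wild type luminescence and mutant growth stay under set limits, limit read from the data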; further: some compounds called inactive have numbers as strong as hits
#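 Times: 16 h growth with compound at 30 °C, 90 min Beta-Glo step; Assay system: yeast eIF2B-epsilon R284H mutant carrying GCN4–beta-galactosidase fusion; Measure: % inhibition of reporter signal and growth versus controls; Dosing: one concentration, 25 µM, 0.25% DMSO; Buffer or medium: YPD yeast growth medium; Measured by: Beta-Glo luminescence plus absorbance at 595 nm.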
# Yeast tox inhibition % – recorded beside Yeast tox, whose call it bears; growth inhibition, %; S. cerevisiae eIF2Bepsilon-R284H mutant growth, A595 turbidity, 16 h;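 each compound tested once at 25 µM; 0% equals untreated cells and 100% equals cell-free medium blanks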
# eIF2B yeast act mutant toxicity – recorded beside eIF2B yeast act, whose call it bears; growth inhibition, %; measured here: mutant yeast growth, toxicity;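 each compound tested once at 25 µM; zero equals untreated control growth and 100 equals blank medium absorbance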
# * hit, by the source's call; nt = no result given.
[1] CCS(=O)(=O)N1CCN(Cc2nc3ccccc3c(=O)[nH]2)CC1
[2] CCc1nc2ccccc2c(=O)n1NC(=O)c1c(O)c2ccccc2[nH]c1=O
[3] COCc1nn2c(N)c(C#N)cnc2c1-c1ccccc1
[4] Cc1ccc(C(=O)O)c(C(=O)Nc2nc(C)cs2)c1
[5] Cc1ccc(C)n1-c1sccc1C(=O)O
[6] CCOC(=O)N1CCC(Nc2c(N3CCN(c4cccc(C(F)(F)F)c4)CC3)c(=O)c2=O)CC1
[7] Cc1cc(NC(=O)c2oc3ccccc3c2C)ccc1-n1cnnn1
[8] Cc1c(/C(O)=C2\C(=O)C(=O)N(CCN(C)C)C2c2ccco2)cnn1-c1ccccc1 (centres undefined)
entry no.	1	2	3	4	5	6	7	8
Yeast tox inhibition %	-36	10	10	-10	15	2	-5	-15
eIF2B yeast act mutant toxicity	-36	10	nt	-10	15	2	-5	-15
eIF2B yeast act	17	2	nt	-8	20	10	28	34
Yeast tox	-8	-6	14	19	2	-2	-6	3

[9] COc1ccc(-c2nn(-c3ccccc3)cc2C#N)cc1
[10] COc1cccc2sc(Nc3nnc(-c4cccs4)o3)nc12
[11] CCC(C)NC(=O)C1CCCCN1S(=O)(=O)c1ccc(F)cc1 (centres undefined)
[12] COc1ccc2nc(/N=C\N(C)C)sc2c1
[13] COC(=O)C1=C(N)c2c(F)cccc2C1(C#N)c1ccc(F)cc1 (centres undefined)
[14] CCC(CO)NC(=O)c1cccc(S(=O)(=O)N2c3ccccc3CC2C)c1 (centres undefined)
[15] Clc1ccccc1Cn1nnc2c(NCC3CC3)ncnc21
[16] c1ccc(-c2nn3c(C4CCCCC4)nnc3s2)nc1
entry no.	9	10	11	12	13	14	15	16
Yeast tox inhibition %	14	4	22	15	6	0	-27	5
eIF2B yeast act mutant toxicity	14	4	22	15	6	nt	-27	5
eIF2B yeast act	25	31	22	10	14	17	-2	1
Yeast tox	-3	-4	18	19	8	16	-17	-20

# A second format for some results above.
item	mol	Yeast tox inhibition %	eIF2B yeast act mutant toxicity	eIF2B yeast act	Yeast tox
4	Cc1ccc(C(=O)O)c(C(=O)Nc2nc(C)cs2)c1	-10	-10	-8	19
14	CCC(CO)NC(=O)c1cccc(S(=O)(=O)N2c3ccccc3CC2C)c1 (centres undefined)	0	nt	17	16
6	CCOC(=O)N1CCC(Nc2c(N3CCN(c4cccc(C(F)(F)F)c4)CC3)c(=O)c2=O)CC1	2	2	10	-2

# (cont.)
[17] COc1ccc(CNc2ccc3c(c2)ncn3-c2ccccc2OC)cc1
[18] N#Cc1nc(-c2cccs2)oc1NCc1ccco1
[19] O=C(NCc1ccc(Cl)cc1)c1noc2c1CCCCC2
[20] COC(=O)Cc1[nH]nc2c1C1(CCSCC1)C(C#N)=C(N)O2
[21] CCCCN1C(=O)/C(=C2/C=CC=CN2C)SC1=S
[22] COCC(C)n1c(C)cc(C(=O)Cn2c(=O)oc3ccccc32)c1C (centres undefined)
[23] CCCC(=O)C1=C(c2ccccc2)C(C#N)(C#N)C(C#N)=C1N
[24] O=C1C2C3CCCC3=C3CCCC3C2C(=O)N1c1ccc(Cl)cc1 (centres undefined)
entry no.	17	18	19	20	21	22	23	24
Yeast tox inhibition %	5	3	4	-7	19	15	7	17
eIF2B yeast act mutant toxicity	5	3	4	nt	19	15	7	17
eIF2B yeast act	26	19	17	nt	19	18	11	23
Yeast tox	39	11	6	5	21	8	12	3

[25] COc1cccc(Oc2cn[nH]c2-c2ccc(OC)cc2O)c1
[26] Cc1ccc(Cn2c(=O)c3c(nc4n3CCCN4Cc3ccccc3)n(C)c2=O)cc1
[27] Cc1cccc(-c2noc(CN(C(=O)CCc3ccccc3)C(C)C)n2)c1
[28] COc1ccc(CCNC(=S)Nc2cc(C)cc(C)c2)cc1
[29] CCCc1cc(=O)[nH]c(/N=C(/NC(=O)C(C)N2C(=O)c3ccccc3C2=O)Nc2ccccc2)n1 (centres undefined)
[30] O=C(NCc1cccnc1)c1ccc(CN2CCc3ccccc3C2)cc1
[31] O=C(Nc1ccc(F)cc1F)c1ccc(COc2c(F)c(F)cc(F)c2F)o1
[32] CCOC(=O)c1[nH]c2ccccc2c1N=CN(CC)CC
entry no.	25	26	27	28	29	30	31	32
Yeast tox inhibition %	0	-4	-20	28	-5	-7	-26	18
eIF2B yeast act mutant toxicity	nt	nt	-20	28	-5	-7	-26	18
eIF2B yeast act	66*	nt	28	16	3	-39	7	20
Yeast tox	-9	9	14	37	-8	-10	-45	16

[33] Cc1cc(C(=O)N2CCCC2C(=O)O)c(C)o1 (centres undefined)
[34] CCc1cc(=O)oc2c(C)c(OCC(=O)N3CCCc4ccccc43)ccc12
[35] Cc1ccc(CNC(=O)c2cn(C)c(=O)c3c2c2ccccc2n3C)o1
[36] O=C(Nc1ccc2c(c1)OCO2)N1CCN(c2ncc(C(F)(F)F)cc2Cl)CC1
[37] COC(=O)C1=C(C)OC(N)=C(C#N)C1c1cccnc1 (centres undefined)
[38] CCOC(=O)COc1cc2c3c(c(=O)oc2cc1C)CCCC3
[39] O=C(O)CCC(=O)Nc1ccc(C(=O)OC2CCCCC2)cc1
[40] CNC(=O)CCCc1nc(-c2ccccc2Cl)no1
entry no.	33	34	35	36	37	38	39	40
Yeast tox inhibition %	8	10	19	6	14	-25	-2	27
eIF2B yeast act mutant toxicity	8	10	nt	6	14	-25	-2	27
eIF2B yeast act	31	19	nt	13	2	26	28	-16
Yeast tox	-12	-10	6	14	6	-4	16	8

[41] CCCc1nnc(SCC(=O)N2CCCCC2C)n1CC1CCCO1 (centres undefined)
[42] COc1ccc(C(OC(=O)c2ccco2)C(=O)NC2CCCCC2)cc1OC (centres undefined)
[43] Cc1ccc(C(=O)Nn2c(N)c(S(=O)(=O)c3ccc(C)cc3)c3nc4ccccc4nc32)cc1
[44] CCOCCOC(=O)c1cccc(NC(=O)OCC)c1
[45] CCCc1ccc(-c2cc(N)n[nH]2)cc1
[46] Cn1c(SCC(=O)N2CCCc3ccccc32)nnc1-c1ccccc1
[47] CCc1ccc(NC(=O)Nc2cccs2)cc1
[48] Cc1cccc(N2CCCn3c2nc2c3c(=O)n(CC(=O)OCc3ccccc3)c(=O)n2C)c1
entry no.	41	42	43	44	45	46	47	48
Yeast tox inhibition %	-15	-2	-10	19	19	-16	15	27
eIF2B yeast act mutant toxicity	-15	nt	-10	19	19	-16	15	27
eIF2B yeast act	15	nt	18	21	4	17	16	24
Yeast tox	-6	18	0	25	13	-3	6	12

[49] COc1ccc(CNc2nc3ccccc3n2CCN2CCOCC2)cc1
[50] Cc1ccc2nc(N3CCN(C(=O)c4cccs4)CC3)c(C#N)cc2c1
[51] CCCCOC(=O)CSc1nnc(N)s1
[52] CCCc1sc(N/N=C/c2ccccn2)nc1-c1ccc(F)cc1
[53] O=C(Cc1c[nH]c2ccccc12)OCC(=O)c1ccccc1
[54] CC1(C)CC(=O)C2=C(C1)Oc1ncn(CCO)c(=N)c1C2c1ccccc1 (centres undefined)
[55] CN(C)S(=O)(=O)N(CC(=O)Nc1ccc(F)c(F)c1)c1ccccc1
[56] CC(=O)NCC(=O)NC(C(=O)Nc1ccc2c(c1)OCCO2)c1ccc(C)cc1 (centres undefined)
entry no.	49	50	51	52	53	54	55	56
Yeast tox inhibition %	8	-20	5	-12	-10	19	6	-5
eIF2B yeast act mutant toxicity	8	-20	5	-12	-10	19	6	-5
eIF2B yeast act	2	25	22	18	16	14	14	11
Yeast tox	7	3	19	8	23	11	13	-15

[57] CN(C1CCCCC1)S(=O)(=O)c1ccc(S(=O)(=O)N2CCN(C(=O)c3ccccc3F)CC2)cc1
[58] COc1ccc(C(=O)Nc2cccc(N(C)S(C)(=O)=O)c2)cc1OC
[59] COC(=O)CC1SC(=O)NC1=Nc1cccc(C)c1 (centres undefined)
[60] CC(C)(C)n1nnnc1C(c1ccc(C(F)(F)F)cc1)N(Cc1ccc(F)cc1)Cc1ccco1 (centres undefined)
[61] COC(=O)c1cccc(Nc2ncnc3ccc(C)cc23)c1
[62] CCOC(=O)c1c(N)c(C#N)cn1-c1ccccc1
[63] Cc1nc2nc(COc3ccccc3)[nH]n2c(=O)c1Cc1ccccc1
[64] CC12CCC(c3c(C(=O)O)nn(-c4ccc(F)cc4)c31)C2(C)C (centres undefined)
entry no.	57	58	59	60	61	62	63	64
Yeast tox inhibition %	11	12	11	6	18	6	-16	10
eIF2B yeast act mutant toxicity	11	12	11	6	18	6	-16	10
eIF2B yeast act	18	-52	14	24	8	-18	6	22
Yeast tox	9	6	2	-7	20	8	-12	-2

[65] CC(C)Cc1nc(N2CCN(C(=O)C(C)C)CC2)c(C#N)c2c1CCC2
[66] O=S(=O)(Nc1ccccc1)c1ccc(F)cc1
[67] O=C(CSc1nc2c(sc3ccccc32)c(=O)n1Cc1ccccc1)NCC1CCCO1 (centres undefined)
[68] CCOC(=O)C1=NN(c2cccc(Cl)c2)C2=NC(C)=C(C(=O)OC)C(c3cccs3)N12 (centres undefined)
[69] CCOC(=O)c1c(-c2cccs2)csc1NC(=O)C(C)(C)C
[70] O=S(=O)(c1ccc(NC2CCCc3ccccc32)nc1)N1CCOCC1 (centres undefined)
[71] Cc1noc(C)c1COc1ccc(C(=O)OCC(=O)N2c3ccccc3NC(=O)C2(C)C)cc1
[72] CC(=O)c1ccccc1OC(=O)c1ccco1
entry no.	65	66	67	68	69	70	71	72
Yeast tox inhibition %	nt	13	0	4	4	0	14	7
eIF2B yeast act mutant toxicity	nt	13	nt	4	nt	nt	nt	7
eIF2B yeast act	2	-14	24	36	nt	37	nt	22
Yeast tox	nt	28	-34	2	3	11	37	36

[73] CCC(Sc1ncnc2c1nnn2-c1ccc(F)cc1)C(=O)OC (centres undefined)
[74] Cc1cc(OC(C)C)c2c(-c3ccccc3)cc(=O)oc2c1
[75] Cc1cccc(-n2cnc(C(=O)N/N=C/c3ccccc3)c2)n1
[76] Cc1ccnc(NC(=O)CCc2c(C)nc3ncnn3c2C)c1
[77] Cc1cccc(OCc2nnc(SCC(=O)Nc3sc(C)c(C)c3C#N)n2C)c1
[78] COc1cc(NC(=O)c2ccc(C)cc2)c(OC)cc1NC(=O)CN1CCCCC1
[79] CC1(C)Oc2ccc3ccc(=O)oc3c2/C(=C/NC2CCCCC2)C1=O
[80] COc1cc(OC)cc(C(=O)Nc2nc3ccccc3[nH]2)c1
entry no.	73	74	75	76	77	78	79	80
Yeast tox inhibition %	15	5	16	-3	-7	0	-17	15
eIF2B yeast act mutant toxicity	15	nt	16	-3	-7	nt	-17	nt
eIF2B yeast act	-8	nt	13	47	14	-26	42	nt
Yeast tox	-3	0	-5	9	-19	14	-17	20

[81] N/C(Cc1cccs1)=N\OC(=O)COc1ccccc1Cl
[82] Cc1ccc(-c2nc(CS(=O)CC(=O)NCCN(CC(C)C)CC(C)C)c(C)o2)cc1 (centres undefined)
[83] Cc1ccc(Sc2oc(/C=N/n3cnnc3)cc2Br)cc1
[84] CC1CCC(C(=O)NC(C(=O)N2CCc3ccccc3C2)C(C)C)CC1 (centres undefined)
[85] CCC(C)(C)NC(=O)C(C)OC(=O)c1nsc(Cl)c1Cl (centres undefined)
[86] CC1CCCN(C(=O)CSc2nnc3n(C4CCCC4)c(=O)c4ccccc4n23)C1 (centres undefined)
[87] Cn1c(=O)[nH]c(=O)c2[nH]c(NCCCN3CCOCC3)nc21
[88] O=C(CC1CCCC1)Nc1ccc2c(c1)CCC2
entry no.	81	82	83	84	85	86	87	88
Yeast tox inhibition %	13	8	32	8	4	-14	8	-10
eIF2B yeast act mutant toxicity	nt	8	32	nt	4	-14	8	-10
eIF2B yeast act	nt	-26	21	nt	-4	17	-8	11
Yeast tox	14	-1	14	10	11	15	-3	2

# Of the compounds above, 2 contain a tert-butyl group:
[60] CC(C)(C)n1nnnc1C(c1ccc(C(F)(F)F)cc1)N(Cc1ccc(F)cc1)Cc1ccco1 (centres undefined)
[69] CCOC(=O)c1c(-c2cccs2)csc1NC(=O)C(C)(C)C
entry no.	60	69
Yeast tox inhibition %	6	4
eIF2B yeast act mutant toxicity	6	nt
eIF2B yeast act	24	nt
Yeast tox	-7	3

# Further results:
[89] CCOC(=O)c1cnc(-n2nc(C)cc2C)nc1Nc1cccc(C(=O)O)c1
[90] Cc1cc(=O)oc2cc(OC(C)C(=O)Nc3nccs3)ccc12 (centres undefined)
[91] CCOc1ccc(NC(=O)N(C2CCCCCC2)C2CCN(C(C)=O)CC2)cc1
[92] COc1cc(C(=O)NCc2cccc3ccccc23)ccc1OCc1ccccc1
[93] CN(C)C(=O)Cn1nc(-c2ccccc2)c2ccccc2c1=O
[94] Cc1cc(C)n(S(=O)(=O)c2ccc(C(C)(C)C)cc2)n1
entry no.	89	90	91	92	93	94
Yeast tox inhibition %	-10	8	-5	5	nt	nt
eIF2B yeast act mutant toxicity	nt	8	-5	5	nt	nt
eIF2B yeast act	nt	24	11	-36	10	34
Yeast tox	22	-15	22	-25	nt	nt

# A portion of the library; rates above refer to the full screens.
